# Screening results as filed in PubChem.
# KB-3-1 tox = kills parental KB-3-1 adenocarcinoma cells | KB-3-1 viability, CellTiter-Glo ATP luminescence, 72 h | Potency, µM (top dose mostly 46.1 µM), inactives show at the top dose activity change, negative = cytotoxic, most hits filed as cytotoxic | 400,000 compounds, 1.4% hits | AID 1347075; further: on the % scale 0 is the no-effect control and ±100 the full control effect; nearly all actives have a fitted effect of over 60% in size
#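 Parental KB-3-1 adenocarcinoma cells in phenol-red-free DMEM with 10% FBS were pin-treated with compounds at several concentrations, incubated 72 h at 37 °C, and viability read by CellTiter-Glo luminescence; concentration-effect curves were fitted after normalization.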
# SW480 rerep = inducers of DNA re-replication in SW480 colon cancer cells; 340,000 compounds, 1.8% hits; Potency, µM (top dose mostly 46.1 µM), without a hit: top-dose re-replication activation, usual class: activators; SW480 DNA re-replication, Hoechst DNA content imaging, 48 h; AID 624297; further: % of control where 0% means no effect; nearly all actives have a fitted effect of over 55% in size
#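 First, 250 cells per well were seeded. Next, compound or vehicle (23 nL) was pinned in, plates sat 48 hr at 37 C. Finally Hoechst was added for 40 min before fluorescence scanning.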
# TDP43 rescue = rescues yeast growth from TDP-43 toxicity; TDP-43 expressing yeast growth rescue, BacTiter-Glo, 24 h; Potency, µM (highest dose often 46.1 µM), without a hit: at the top dose growth rescue (activation), actives largely listed as activators; 410,000 compounds, 1.8% hits; further: % of control where 0% means no effect; nearly all actives have a fitted effect of over 50% in size
#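 Yeast expressing TDP-43 (pregrown in raffinose, seeded at OD600=0.02 in galactose medium) exposed to compounds 24 hr at 30 deg C. Growth read by BacTiter-Glo luminescence; rescue of toxicity appears as increased signal.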
# GLP1R cytotox = cytotoxicity in counter-screen for GLP-1R inverse agonists; HEK293 cAMP-luciferase reporter cells, luminescence, 24 h; Potency, µM (titrated, usually from 38.3 µM), for the others: top-dose activity change, negative = inhibition, most hits filed as inhibitors; 410,000 compounds, 0.13% hits; AID 624418;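 further: loss of luciferase light is scored as toxicity; on the % scale 0 is the no-effect control and ±100 the full control effect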
#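 Compound-treated cells are incubated 24 hr at 37 deg C under 5% CO2 after a 12 hour attachment period, then luciferase detection reagent is added and luminescence is measured following 12 min at room temperature; lowered signal indicates toxicity.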
# HT1080 IDH1KD tx = kills HT-1080 cells with IDH1 knockdown; Potency, µM (top dose mostly 46.1 µM), for inactives: at the top dose activity, negative = toxicity, actives largely listed as cytotoxic; 360,000 compounds, 2% hits; HT-1080 IDH1 knockdown viability, ATP luminescence, 48 h; AID 686971;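 further: 0% = DMSO wells and -100% = cell-free medium wells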
#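 HT-1080-IDH1KD cells (IDH1 knocked down), 750/well in RPMI with 5% FBS, treated with compound 48 h at 37 degrees C. Viability by CellTiter-Glo luminescence, normalised to DMSO and no-cell wells; concentration-response curves classed.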
# GLP-1R inv ag = GLP-1 receptor (human) inverse agonism. P43220. HEK293 GLP-1R CRE-luciferase, luminescence, 24 h; GLP-1R form is constitutively active. Potency, µM (highest dose often 38.3 µM), for the others: at the highest dose activity change, negative = inhibition, hits mostly inhibitors. 410,000 compounds, 1.6% hits. AID 624417; further: on the % scale 0 is the no-effect control and ±100 the full control effect; nearly all actives have a fitted effect of over 55% in size
# Target sequence (P43220 whole entry, looked up): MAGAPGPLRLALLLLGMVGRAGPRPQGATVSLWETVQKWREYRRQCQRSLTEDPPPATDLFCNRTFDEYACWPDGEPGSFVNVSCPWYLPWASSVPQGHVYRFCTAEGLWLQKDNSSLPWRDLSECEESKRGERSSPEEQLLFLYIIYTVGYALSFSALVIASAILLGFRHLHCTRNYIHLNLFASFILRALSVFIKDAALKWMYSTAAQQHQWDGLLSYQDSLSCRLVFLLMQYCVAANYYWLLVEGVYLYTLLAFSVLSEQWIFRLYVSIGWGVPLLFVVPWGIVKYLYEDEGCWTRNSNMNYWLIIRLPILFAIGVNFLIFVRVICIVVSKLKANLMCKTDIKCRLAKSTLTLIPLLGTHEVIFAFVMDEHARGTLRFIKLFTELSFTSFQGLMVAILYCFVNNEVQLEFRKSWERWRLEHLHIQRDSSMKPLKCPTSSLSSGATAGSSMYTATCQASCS
#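 Inverse agonists were sought by their lowering of basal cAMP reporter luciferase output in HEK293 cells stably carrying constitutively active human GLP-1R, after 24 h compound treatment.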
# GLP1R ag = GLP-1 receptor (human) agonism; P43220; Potency, µM (highest dose often 45.6 µM), without a hit: at the top dose activation, most hits filed as activators; HEK293 GLP-1R CRE-luciferase, luminescence, 4-6 h; cells express a hypersensitive GLP-1R form; AID 624172; 380,000 compounds, 0.007% hits; further: % of control where 0% means no effect
# KB-V1 cytotox = kills drug-selected multidrug resistant KB-V1 cells; KB-V1 MDR cells viability, CellTiter-Glo, 72 h; Potency, µM (series often up to 46.1 µM), without a hit: at the highest dose activity change, negative = cytotoxicity, most hits filed as cytotoxic; 400,000 compounds, 3.4% hits; further: on the % scale 0 is the no-effect control and ±100 the full control effect; nearly all actives have a fitted effect of over 60% in size
#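 In this primary screen, KB-V1 cells overexpressing P-gp are incubated with library compounds (lowest to highest concentration) for 72 h at 37 degrees C before a luminescent ATP viability read.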
# HT1080NT lethal = kills 2HG-producing HT-1080-NT fibrosarcoma cells. HT-1080-NT fibrosarcoma viability, CellTiter-Glo ATP luminescence, 48 h. 360,000 compounds, 1.6% hits. Potency, µM (titrated, usually from 46.1 µM), for inactives: top-dose activity, negative = less viability, usual class: cytotoxic. AID 686970;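 further: NT is the 2HG producing partner of a matched IDH1 knockdown line; 0% = DMSO-treated cells and -100% = media-only wells without cells; nearly all actives have a fitted effect of over 55% in size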
#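 Fibrosarcoma NT cells, 750 per well in 5% FBS RPMI, were exposed to compound for 48 hours. Viability: CellTiter-Glo luminescence.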
# Active calls of the source: *; ? = inconclusive; nt = not tested or not shown; [ ] = remark or other dose. The call rests on the fitted dose curve; in most records, active means well fitted curve in the direction sought with a large enough effect; inconclusive means small, poorly fitted or top-dose-only effect, or another doubt; inactive means no such curve, though single readings can be large; an effect the other way counts as inactive or inconclusive. Potency means the concentration at half of the fitted maximal effect. Rows were taken by chance. Share with any hit: about 9.4%.
# Values run as follows: GLP1R ag, KB-V1 cytotox, GLP-1R inv ag, TDP43 rescue, GLP1R cytotox, SW480 rerep, HT1080NT lethal, KB-3-1 tox, HT1080 IDH1KD tx
CCCCN(C)C(=O)c1ccc(S(=O)(=O)N2CCOCC2)cc1
  7%, 2%, 9%, -8%, 31%[activator], -2%, -3%, -6%, -3%
Cc1cccc(Oc2ncc(-c3ccc(Cl)cc3)cn2)c1C
  -5%, -23%, ?, 23%, -1%, -1%, -15%, -7%, -21%
Cc1ccc(S(=O)(=O)N2CC=C(C(=O)NC3CC3)CC2)cc1
  -1%, 1%, 7%, 6%, -1%, -2%, 12%, 3%, 9%
O=C(CCNC(=O)c1ccco1)NCc1ccc(C(=O)O)cc1
  2%, ?, 12%, 9%, 7%, -4%, -1%, ?, 11%
CC(C)CN(C(=O)c1ccc(S(=O)(=O)N2CCCCC2)cc1)C1CCS(=O)(=O)C1 (configuration not stated)
  4%, 13%, -2%, -31%, -9%, 2%, -7%, -3%, -5%
O=C(Nc1ccc(Cl)cc1)c1sccc1-n1cccc1
  16%, 7%, 4.5µM*, ?, 2%, -1%, -3%, 5%, -18%
Cc1ccc(NC2=CC(=O)OC(C)C2)cc1 (configuration not stated)
  -8%, 10%, 4%, 5%, 2%, -3%, 4%, -1%, -1%
COc1ccccc1C(=O)Nc1ccc2c(c1)nc(CCNC(C)=O)n2C
  -6%, 22%, 5%, -14%, -13%, -12%, 24%, 3%, 14%
Cc1nc2ccccc2c2oc(C(=O)NC3CC3)cc12
  8%, -17%, 50%[activator], -11%, -4%, 2%, -1%, ?, -8%
Nc1nc(NCc2ccco2)nc(N2CCCCC2)c1[N+](=O)[O-]
  24%, -14%, -29%, -12%, -2%, -2%, -30%, -16%, -12%
Cc1cc(C)cc(NC(=O)Cc2ccc(NC3=NC4CS(=O)(=O)CC4S3)cc2)c1 (configuration not stated)
  1%, -9%, 11%, 2%, -11%, -17%, 8%, 17%, 2%
CCC(CC)C(=O)NCCCN1CCOCC1
  -13%, -4%, 16%, 0%, 1%, -1%, 20%, 11%, ?
CCOC(=O)c1ccc(NC(=O)COCc2cc(-c3ccc4c(c3)OCO4)on2)cc1
  nt, 0%, 3%, 24%, 3%, nt, nt, 0%, nt
OCC1OC(n2cnc3c(N4CCCC4)ncnc32)C(O)C1O (configuration not stated)
  5%, ?, 4%, 27%, -5%, nt, ?, 0%, ?
CS(=O)(=O)c1ccc(Cl)c(NC(=O)C2CC(=O)N(c3ccc4c(c3)OCCO4)C2)c1 (configuration not stated)
  7%, 8%, 0%, -16%, 1%, -28%, -6%, ?, -3%
CC(C(=O)Nc1ccc2[nH]c(=O)[nH]c2c1)N1CCN(Cc2ccc3c(c2)OCO3)CC1 (configuration not stated)
  8%, 8%, 10%, 7%, -34%, -12%, 10%, 5%, 2%
CCc1ccc2[nH]c(=O)c(CN(CCN(C)C)C(=O)Nc3ccccc3OC)cc2c1
  11%, 14%, ?, -2%, -14%, 12%, ?, -28%, ?
CCOC(=O)c1cnn2c(C(F)F)cc(C3CC3)nc12
  8%, 1%, 58%[activator], 7%, 2%, -5%, 11%, 1%, 10%
CCOC(=O)N1CCN(c2ccc(C(F)(F)F)cn2)CC1
  -4%, ?, 6%, 19%, -3%[1.53 µM], 6%, 12%, -9%, 9%
Cc1[nH]c2ccc(Br)cc2c1CCNC(=O)c1cc2ccccc2oc1=O
  0%, -11%, 6%, ?, 2%, nt, nt, -6%, nt
CCCCCn1c(N2CCCC2)nc2c1c(=O)n(C)c(=O)n2C
  3%, ?, 13%, ?, -2%, -8%, -16%, -8%, -6%
CCOc1ccc(NC(=O)[C@H](Cc2ccccc2)N2Cc3ccccc3C2=O)cc1
  0%, 0%, -23%, 18%, -4%, nt, nt, 7%, nt
O=C(CN1C(=O)NC2(CCc3ccccc32)C1=O)c1ccc(Cl)cc1 (configuration not stated)
  16%, 7%, ?, -42%[inhibitor], 0%, ?, -12%, 2%, -8%
Cc1ccc(NC(=O)COC(=O)CN2C(=O)NC(C)(C)C2=O)cc1S(=O)(=O)N1CCOCC1
  29%, -1%, 2%[0.307 µM], -22%, 0%[0.307 µM], 0%, 1%, -2%, 25%
Cc1c(Cl)cccc1NC(=S)N1CCN(S(=O)(=O)c2cccs2)CC1
  0%, -18%, -1%[7.66 µM], 15%, -2%[7.66 µM], -4%, 14%, -3%, 3%
Cc1cccc(CCNC(=O)c2cc3ccccn3n2)c1
  nt, 18%, -30%, 0%, 0%, nt, nt, 7%, nt
CCNC(=O)Nn1c(-c2ccccc2)nc2ccccc2c1=O
  21%, 11%, 6%, -2%, 1%, -3%, 1%, -1%, 2%
O=C(Nc1ccccc1C(F)(F)F)c1ccc2oc(=O)c(S(=O)(=O)c3ccc(F)cc3)cc2c1
  nt, 5%, -22%, -1%, 83%[activator], nt, nt, ?, nt
Cn1c(N)cc(-c2ccc(F)cc2)c(C#N)c1=O
  -1%, ?, 11%, 14%, 1%, -56%[inhibitor], 1%, -16%, 4%
Cc1cc(C(=O)CCC(=O)N(C)CC(=O)Nc2ccccc2Br)c(C)s1
  3%, -12%, -3%, 11%, 17%, 1%, -2%, -2%, 2%
COc1cc(/C=N/NC(=O)c2cnccn2)ccc1O
  -4%, 0%, 13%, 13%, -12%, -2%, -5%, 11%, -7%
CC(C)(C)c1nn(-c2ccccc2)c2nc(Cl)c(C=O)cc12
  0%, -1%, 29%, 9%, 0%, -8%, -2%, -2%, -1%
CCCc1nc2c([nH]1)C(c1cccnc1)C(C#N)=C(N)O2 (configuration not stated)
  3%, -6%, 15%, 6%, -8%, -176%[inhibitor], -3%, 0%, -5%
N#C/C(=C\c1ccc(-c2nc3ccccc3s2)o1)C(N)=O
  24%, 0%, 68%[activator], 22%, -5%, -3%, -16%, 6%, -2%
COc1ccccc1NC(=O)CSc1nc(N)c(-c2ccccc2)c(=O)[nH]1
  20%, 4%, 119%[activator], -1%, -2%, 1%, 10%, 7%, -1%
Cc1cc(C(=O)CSc2nc3ccc(Cl)cc3[nH]2)c(C)n1C
  -7%, 21µM*, 19%, ?, -14%, -3%, -30%, -9%, -10%
Cc1ccc(C(=O)N2[C@@H]3CN(C)C(=O)[C@@]2(Cc2ccccc2)[C@H]2C(=O)N(C)C(=O)[C@@H]32)cc1
  -3%, 0%, 18%, 2%, ?, -2%, 12%, 9%, 15%
COc1cc(/C=C2/SC(=Nc3ccc(O)cc3)NC2=O)ccc1O
  24%, ?, 26%, -5%, ?, 4.6µM*, 0.65µM*, 9.2µM*, 1.2µM*
CCOc1ccc(/C=N/Nc2nncc(-c3ccccc3)n2)cc1OC
  -4%, ?, 13%, 18%, -9%, -2%, 24%, 10%, 13%
C/C(=N\NC(=O)Cc1ccc(Br)cc1)c1cccnc1
  19%, 0%, 52%[activator], 0%, 2%, 3%, 8%, -6%, 5%
Cc1cc(C)cc(NC(=O)C2CCC(CNC(=O)[C@@H]3Cc4ccccc4CN3)CC2)c1 (some centres not stated)
  -1%, 16%, ?, -10%, -18%, 18µM*, 2%, -4%, -4%
O=C(COC(=O)c1ccc(O)cc1)NCC1COc2ccccc2O1 (configuration not stated)
  13%, -28%, 1%, -3%, 15%, -6%, -4%, -3%, -4%
Cc1ccc(NC(=O)N/C=C/c2ccccc2)cc1
  2%, 11%, ?, 7%, 8%, 6%, 1%, -6%, -1%
COc1cc2c(cc1OC)[C@H](C)N(C(=S)Nc1ccc(F)cc1)CC2
  8%, ?, -17%, ?, 0%, -8%, -6%, -1%, 8%
CCOC(=O)[C@]12Cc3c(cc(OC)c(OC)c3OC)[C@H]1N(CCC(=O)OC)C(=O)c1cc(OC)ccc12
  -13%, ?, ?, 1%, -11%, nt, ?, ?, ?
O=C(O)C1C2C=CC(C3CC23)C1C(=O)O (configuration not stated)
  -8%, 0%, 0%, 14µM*, 18%, 11%, 12%, -1%, -6%
CCN(CC)S(=O)(=O)c1ccc(/C(O)=C(\C#N)c2nc3ccccc3n2C)cc1
  0%, ?, 11%, -6%, -7%, 17%, 1%, 2%, 11%
NC(=O)C1CCN(CC(=O)Nc2cc(S(=O)(=O)N3CCOCC3)ccc2N2CCCC2)CC1
  0%, ?, -5%, 9%, 4%, -11%, -1%, -1%, 1%
COc1cccc(C2/C(=C(/O)c3ccc(C)cc3)C(=O)C(=O)N2Cc2ccco2)c1 (configuration not stated)
  1%, -10%, -11%, -9%, -3%, 20%, 4%, -1%, 8%
C=CCN1C(=O)c2ccc(C(=O)N3CCN(S(=O)(=O)c4cccc([N+](=O)[O-])c4)CC3)cc2C1=O
  -1%, -27%, 14%, 7%, 4%, -17%, 5%, -7%, 9%
O=C(O)c1cc([N+](=O)[O-])ccc1NCCO
  -6%, -3%, 10%, -8%, ?, -57%, ?, -2%, 24%
CC1CC(C)CN(C(=O)COC(=O)/C=C/c2ccco2)C1 (configuration not stated)
  -4%, ?, 9%, ?, 56%, -3%, -2%, -4%, -2%
N=C1S/C(=C\c2ccco2)C(=O)N1c1nccs1
  -3%, -2%, 1µM*, -18%, -42%, 25%, -22%, -12%, -25%
Cc1c(NC(=O)Cc2noc3ccccc23)cccc1[N+](=O)[O-]
  -4%, 21%, 0%, nt, -2%, 22%[1.84 µM], -2%, 7%, 9%
COC(=O)c1cc2c(C)c(C)c3ccccn3c-2c1C(=O)OC
  10%, ?, 19%, -3%, 31%[activator], 3%, 12%, -6%, 8%
COc1ccc(S(=O)(=O)N2CCCCC2)cc1NC(=O)c1cccs1
  1%, 3%, 8%, 16%, -4%, -7%, 14%, -14%, 10%
COCCn1c(-c2ccc(OC)cc2)cnc1SCC(=O)Nc1cc(C)on1
  -2%, -26%, -13%, -9%, 1%, -2%, -7%, -5%, -15%
